CXCR6 block = inhibitors of human CXCR6 receptor; O00574; CHO-K1 PathHunter CXCR6 beta-arrestin, luminescence; inhibition, % at 20 µM; 360,000 compounds, 0.36% hits; AID 602244; in the data active = inhibition above about 34%, passing the limit was not always enough;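 note: antagonist mode with CXCL16 agonist at 10 nM final; 0% = 10 nM CXCL16 with DMSO and 100% = unstimulated wells without agonist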
Target sequence (O00574 whole entry, looked up): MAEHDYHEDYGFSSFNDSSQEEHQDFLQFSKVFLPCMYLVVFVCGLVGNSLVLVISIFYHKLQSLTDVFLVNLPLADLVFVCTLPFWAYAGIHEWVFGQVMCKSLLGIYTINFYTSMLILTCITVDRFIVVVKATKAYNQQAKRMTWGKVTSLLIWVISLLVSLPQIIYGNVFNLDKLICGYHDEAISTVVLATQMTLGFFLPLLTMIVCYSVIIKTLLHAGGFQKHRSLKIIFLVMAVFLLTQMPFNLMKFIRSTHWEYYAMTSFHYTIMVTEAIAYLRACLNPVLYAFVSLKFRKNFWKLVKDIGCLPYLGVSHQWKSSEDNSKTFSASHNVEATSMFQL
EBI2 antag = antagonists of human EBI2 receptor; inhibition, % at 5 µM; 360,000 compounds, 0.81% hits; P32249; EBI2 beta-arrestin recruitment, luminescence, 7a,25-OHC stimulated; AID 651636; in the data active = inhibition above about 38%;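 note: enzyme fragment complementation signal reports receptor beta-arrestin coupling in cells; 0% = agonist plus DMSO wells and 100% = wells without agonist; some results beyond the cut were filed as inactive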
* = called active by the depositor.

SMILES | CXCR6 block | EBI2 antag
CC(=O)NCCCCCC(=O)O | 4 | -1
COc1cncc(C#Cc2ccccn2)c1 | 1 | -13
O=C(Cn1ccnc1[N+](=O)[O-])NCCO | -2 | 2

Arranged by number of heavy atoms (falling): three of the compounds above.
SMILES | CXCR6 block | EBI2 antag
COc1cncc(C#Cc2ccccn2)c1 | 1 | -13
O=C(Cn1ccnc1[N+](=O)[O-])NCCO | -2 | 2
CC(=O)NCCCCCC(=O)O | 4 | -1

Structures listed so far containing a carbonyl joined to an NH by a bond outside any ring, in the order listed:
SMILES | CXCR6 block | EBI2 antag
CC(=O)NCCCCCC(=O)O | 4 | -1
O=C(Cn1ccnc1[N+](=O)[O-])NCCO | -2 | 2

The list is partial; rates above refer to the full screens.
